Pf growth 48h = P. falciparum growth inhibition at 48 hours (one generation). P. falciparum luciferase growth in erythrocytes, 48 h. Potency, µM (top dose mostly 28.7 µM), for the others: top-dose activity change, negative = inhibition, most hits filed as inhibitors. 310,000 tested, 5.9% active. AID 504832
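Here the parasites carry a stable luciferase gene and grow inside erythrocytes in Albumax-based RPMI medium with compound for one erythrocytic cycle. Activity is scored as loss of luminescent signal.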
LmPK inh = blocks Leishmania mexicana pyruvate kinase activity; 290,000 tested, 0.37% active; Potency, µM (titrated, usually from 57.5 µM), without a hit: top-dose activity change, negative = inhibition, hits mostly inhibitors; purified LmPK, Kinase-Glo ATP luminescence, 1 h; Q27686; AID 1721
Target sequence (Q27686 whole entry, looked up): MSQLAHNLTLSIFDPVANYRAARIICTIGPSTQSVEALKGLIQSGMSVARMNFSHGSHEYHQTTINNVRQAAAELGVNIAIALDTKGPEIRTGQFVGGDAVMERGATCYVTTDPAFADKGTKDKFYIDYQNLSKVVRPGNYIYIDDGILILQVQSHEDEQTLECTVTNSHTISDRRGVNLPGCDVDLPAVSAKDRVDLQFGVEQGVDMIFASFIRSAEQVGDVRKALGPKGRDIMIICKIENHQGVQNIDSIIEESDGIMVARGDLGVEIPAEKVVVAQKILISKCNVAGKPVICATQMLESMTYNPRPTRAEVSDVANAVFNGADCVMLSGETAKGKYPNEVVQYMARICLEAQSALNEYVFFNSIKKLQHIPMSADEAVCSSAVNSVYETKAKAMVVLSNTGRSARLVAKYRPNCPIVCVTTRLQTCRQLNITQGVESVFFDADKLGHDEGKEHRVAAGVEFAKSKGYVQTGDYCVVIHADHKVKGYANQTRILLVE
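0.1 nM LmPK, 0.5 mM PEP, 0.1 mM ADP; 50 mM imidazole pH 7.2, 7 mM MgCl2, 50 mM KCl; 1 h RT. Kinase-Glo luminescence readout, normalized to no-enzyme (full inhibition) and uninhibited wells.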
Sm TGR block = blocks Schistosoma mansoni thioredoxin glutathione reductase. Q962Y6. AID 485364. purified TGR, DTNB reduction, TNB absorbance 405 nm. Potency, µM (top dose mostly 114 µM), inactives show at the highest dose activity change, negative = inhibition, actives largely listed as inhibitors. 360,000 tested, 3% active; further: nearly all actives have a fitted effect of over 60% in size
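TGR 20 nM + NADPH 100 uM (dispensed conc.), cpd preinc 15 min RT; start with NADPH (500 uM addition) then DTNB (15 mM addition). Kinetic TNB absorbance, 405 nm filter. Four-parameter Hill fit across titration.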
HCV inh = HCV inhibition; Huh7.5.1 HCVcc-Cre infection, luciferase reporter, 44 h; Potency, µM (doses to about 41.8 µM), without a hit: at the top dose activity change, negative = inhibition, hits mostly inhibitors; 340,000 tested, 3.4% active; AID 651820
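After 44 h co-culture of compound, cells and HCVcc-Cre (~0.5 moi), substrate is added for 15 min at room temperature and luciferase measured over 15 sec. Cells were seeded at 1,000/well and pre-cultured 4 h.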
Pf growth 96h = P. falciparum growth inhibition at 96 hours | 320,000 tested, 6.9% active | AID 504834 | P. falciparum luciferase reporter growth, 96 h | Potency, µM (titrated, usually from 28.7 µM), without a hit: at the top dose activity change, negative = inhibition, most hits filed as inhibitors
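96 h incubation, 37 C, 5% CO2, of luciferase-reporter P. falciparum-infected RBCs (2% hematocrit, 0.05% parasitemia final) with test compounds; endpoint luminescence.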
TbPYK inhibitor = blocks Trypanosoma brucei pyruvate kinase; Potency, µM (titrated, usually from 76.8 µM), for inactives: at the top dose activity, negative = inhibition, usual class: inhibitors; Q57TT1; 410,000 tested, 0.12% active; AID 624173; TbPYK enzyme, Kinase-Glo Plus ATP luminescence, 45 min; further: nearly all actives have a fitted effect of over 50% in size
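Glycolytic pyruvate kinase of T. brucei was incubated with substrate, test compound and 130 uM ADP for 45 minutes at room temperature. Luminescent Kinase-Glo Plus signal was measured after 10 minutes.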
* marks the source's active call; other numbers are inactive results; [ ] = another dose, or the depositor's remark. The call rests on the fitted dose curve; in most records, active means well fitted curve in the direction sought with a large enough effect; inconclusive means small, poorly fitted or top-dose-only effect, or another doubt; inactive means no such curve, though single readings can be large; an effect the other way counts as inactive or inconclusive. On the % scale 0 is the no-effect control and ±100 the full control effect; potency means the concentration at half of the fitted maximal effect.

Cc1cc([N+](=O)[O-])ccc1N(C)C was read as Pf growth 48h -6%, LmPK inh -2%, Sm TGR block -17%, HCV inh 20%, Pf growth 96h 40%[activator] and TbPYK inhibitor -4%.
CC(=O)Oc1cccc(N2C(=O)C3C4C=CC(C4)C3C2=O)c1 (stereo unspecified) was read as Pf growth 48h 13%, LmPK inh 0%, Sm TGR block -1%, HCV inh -11%, Pf growth 96h inconclusive and TbPYK inhibitor 0%.
`O=C(c1ccc(CS(=O)Cc2ccccc2Cl)o1)N1CCN(c2ccccn2)CC1` (stereo unspecified) gave Pf growth 48h -28%, LmPK inh 0%, Sm TGR block inconclusive, HCV inh -19%, Pf growth 96h -11% and TbPYK inhibitor 3%.
`Cc1ccc(S(=O)(=O)NCCC(=O)NCC(=O)Nc2c(C)cccc2C)cc1C` gave Pf growth 48h -1%, Sm TGR block 2%, HCV inh 10%, Pf growth 96h 3% and TbPYK inhibitor 3%.
For COc1ccc(F)cc1S(=O)(=O)NCCCn1ccnc1 the results were Pf growth 48h 6%, LmPK inh 1%, Sm TGR block -20%, HCV inh -3%, Pf growth 96h 6% and TbPYK inhibitor -5%.
`O=[N+]([O-])c1cccc(-c2nc3ccc([N+](=O)[O-])cc3[nH]2)c1` gave Pf growth 48h inconclusive, LmPK inh -18%, Sm TGR block 14%, HCV inh 14µM*, Pf growth 96h -7% and TbPYK inhibitor -24%.
CCN(CCn1cccn1)Cc1cn[nH]c1-c1ccc(-c2ccccc2)cc1 was read as Pf growth 48h 2.9µM*, LmPK inh 3%, Sm TGR block -13%, HCV inh 4%, Pf growth 96h -2% and TbPYK inhibitor 3%.
For S=C(NCc1ccc(Cl)cc1Cl)NC1CCCCC1 the results were Pf growth 48h inconclusive, LmPK inh 3%, Sm TGR block -5%, HCV inh inconclusive, Pf growth 96h inconclusive and TbPYK inhibitor 1%.
`O=C(Nc1nc2ccc(Br)cc2s1)c1ccco1` gave Pf growth 48h 194%[activator], LmPK inh -1%, Sm TGR block -5%, HCV inh -17%, Pf growth 96h inconclusive and TbPYK inhibitor -2%.
For COc1ccc(CC(=O)NCC2CCCN(Cc3ccccc3OC)C2)cc1 (stereo unspecified) the results were Pf growth 48h -34%, LmPK inh 3%, Sm TGR block 0%, HCV inh -10%, Pf growth 96h -3% and TbPYK inhibitor 0%.
For O=C(NC1CCC(=O)N(CCSc2ccccc2)CC1)OCc1ccccc1 (stereo unspecified) the results were Pf growth 48h 13%, LmPK inh 9%, Sm TGR block -11%, HCV inh inconclusive, Pf growth 96h inconclusive and TbPYK inhibitor 2%.
For CC(C)c1ccc(-n2c(O)c(/C=N/NC(=O)c3ccncc3)c(=O)[nH]c2=O)cc1 the results were Pf growth 48h 18%, LmPK inh -1%, Sm TGR block inconclusive, HCV inh 13%, Pf growth 96h -13% and TbPYK inhibitor -4%.
For CCC(C)(C)NC(=O)CN(C(=O)CNS(=O)(=O)c1ccc(C)cc1)c1ccc2c(c1)OCCO2 the results were Pf growth 48h 6.6µM*, LmPK inh 7%, Sm TGR block -12%, HCV inh -2% and TbPYK inhibitor -7%.
Screening Cc1cccc2sc(N(CCCN(C)C)C(=O)c3cc4ccccc4oc3=O)nc12 returned Pf growth 48h -21%, LmPK inh 5%, Sm TGR block -3%, HCV inh inconclusive, Pf growth 96h inconclusive and TbPYK inhibitor 2%.
`CN(CC(=O)Nc1cccc(F)c1)C(=O)c1ccc2c(c1)NC(=O)CS2` gave Pf growth 48h inconclusive, Sm TGR block 5%, HCV inh 11%, Pf growth 96h -20% and TbPYK inhibitor -6%.
Screening COc1nc(-c2cccc([N+](=O)[O-])c2)nc2ccccc12 returned Pf growth 48h 32%[activator], LmPK inh 2%, Sm TGR block 4%, HCV inh inconclusive, Pf growth 96h 0% and TbPYK inhibitor 3%.
Screening CC1(C)CC(=O)C=C(c2ccc(OC(F)(F)F)cc2)C1 returned Pf growth 48h inconclusive, Sm TGR block -9%, HCV inh -4%, Pf growth 96h inconclusive and TbPYK inhibitor 3%.
CN(C/N=C(\N)N[N+](=O)[O-])S(=O)(=O)c1ccccc1 was read as Pf growth 48h 40%[activator], LmPK inh -4%, Sm TGR block -2%, HCV inh 1%, Pf growth 96h 0% and TbPYK inhibitor -8%.
Screening CCOC(=O)c1c(C)[nH]c(C)c1C(=O)CSc1nnc(-c2cc(OC)c(OC)c(OC)c2)o1 returned Pf growth 48h inconclusive, LmPK inh 1%, Sm TGR block 3%, HCV inh -28%, Pf growth 96h inconclusive and TbPYK inhibitor 4%.
For Clc1ccc(-c2nnc3sc(-c4ccc(Br)o4)nn23)cc1 the results were Pf growth 48h inconclusive, LmPK inh 2%, Sm TGR block -7%, HCV inh inconclusive, Pf growth 96h inconclusive and TbPYK inhibitor 3%.
CCCCC(CC)C(=O)Nc1cc(C(=O)NCCC)ccc1N1CCC2(CC1)CC(c1cccc(Br)c1)=NO2 (stereo unspecified) was read as Pf growth 48h 3.7µM*, Sm TGR block 0%, HCV inh 9%, Pf growth 96h 2.6µM* and TbPYK inhibitor 6%.
CCCCSc1nc2sc3c(c2c(=O)n1-c1ccc(C)cc1)CCN(C)C3 was read as Pf growth 48h inconclusive, LmPK inh 3%, Sm TGR block 0%, HCV inh -38%, Pf growth 96h inconclusive and TbPYK inhibitor 0%.
COc1ccc(NC(=O)CSc2n[nH]c(N)n2)cc1OC was read as Pf growth 48h 45%[activator], LmPK inh 3%, Sm TGR block 5%, HCV inh 11%, Pf growth 96h 47%[5.75 µM] and TbPYK inhibitor -1%.
For O=S(=O)(NC1c2cccc3cccc(c23)C1N1CCN(CCO)CC1)c1ccccc1 (stereo unspecified) the results were Pf growth 48h 15µM*, LmPK inh 7%, Sm TGR block -3%, HCV inh inconclusive, Pf growth 96h -24% and TbPYK inhibitor 0%.
For COc1ccc(CCNC(=O)Cc2ccc(Cl)cc2)cc1OC the results were Pf growth 48h -4%, LmPK inh 3%, Sm TGR block -21%, HCV inh 4%, Pf growth 96h -10% and TbPYK inhibitor 3%.
`CCOC(=O)c1[nH]c(C)c(CN(C(C)=O)c2ccc(OCC)cc2)c1C` gave Pf growth 48h inconclusive, LmPK inh 4%, Sm TGR block 3%, HCV inh -4%, Pf growth 96h 34%[activator] and TbPYK inhibitor -4%.
Screening Nc1nonc1C(=O)N/N=C/c1ccc(Br)o1 returned Pf growth 48h 29%, LmPK inh -12%, Sm TGR block 13%, HCV inh 1%, Pf growth 96h 14% and TbPYK inhibitor -4%.
`C=CCNC(=O)C1CCN(S(C)(=O)=O)CC1` gave Pf growth 48h 38%[activator], LmPK inh -6%, Sm TGR block -2%, HCV inh 18%, Pf growth 96h -14% and TbPYK inhibitor 6%.
Screening CC1CCCCN1C(=O)COc1ccccc1F (stereo unspecified) returned Pf growth 48h 30%[activator], LmPK inh 2%, Sm TGR block 18%, HCV inh -1%, Pf growth 96h -3% and TbPYK inhibitor -6%.
Screening O=C(Nc1ccc(Cl)cc1)OCc1cc(-c2ccccc2Cl)on1 returned Pf growth 48h 36%[activator], LmPK inh 0%, Sm TGR block -3%, HCV inh inconclusive, Pf growth 96h 19% and TbPYK inhibitor 1%.
O=C(CSc1nnc(-c2ccncc2)o1)Nc1ccccc1C(F)(F)F was read as Pf growth 48h inconclusive, LmPK inh -10%, Sm TGR block -1%, HCV inh 23%, Pf growth 96h -19% and TbPYK inhibitor -22%.
For CN(C)c1ccc(C(=O)NCC(c2cccs2)N2CCOCC2)cc1[N+](=O)[O-] (stereo unspecified) the results were Pf growth 48h inconclusive, Sm TGR block 0%, HCV inh -13%, Pf growth 96h -15% and TbPYK inhibitor -2%.
For NC(=O)C1CCN(CC(=O)N2N=CCC2c2ccccc2)CC1 (stereo unspecified) the results were Pf growth 48h 46%[activator], LmPK inh 7%, Sm TGR block 14%, HCV inh 13%, Pf growth 96h 19% and TbPYK inhibitor 4%.
Screening COc1cc(CNC2CCCC2)cc(Cl)c1OCc1ccc(F)cc1 returned Pf growth 48h inconclusive, LmPK inh -2%, Sm TGR block 0%, HCV inh 1.3µM*, Pf growth 96h 99%[activator] and TbPYK inhibitor -3%.
For OCCCNCc1ccc(Cl)cc1Cl the results were Pf growth 48h 12%, LmPK inh -2%, HCV inh -12%, Pf growth 96h -37%[5.75 µM] and TbPYK inhibitor -9%.
`Cc1sc2nc(C(C)C)nc(SCC(=O)NC3CC3)c2c1C` gave Pf growth 48h -4%, LmPK inh 3%, Sm TGR block -2%, HCV inh -1%, Pf growth 96h 10% and TbPYK inhibitor 0%.
COc1ccc2nc(Nc3nc(CSc4ccc(C)cc4)cc(=O)[nH]3)nc(C)c2c1 was read as Pf growth 48h inconclusive, LmPK inh -19%, Sm TGR block 10%, HCV inh 12%, Pf growth 96h 43%[activator] and TbPYK inhibitor 6%.
Cc1nnc(SCC(=O)Nc2ccc(N3CCOCC3)cc2)n1Cc1ccccc1 was read as Pf growth 48h -6%, Sm TGR block -2%, HCV inh inconclusive, Pf growth 96h -6% and TbPYK inhibitor -2%.
`CC(C)(C)SCCNC(=O)COc1ccccc1` gave Pf growth 48h 26%, LmPK inh 0%, Sm TGR block 11%, HCV inh -5%, Pf growth 96h 28% and TbPYK inhibitor 0%.
CC12CCC(=O)N1C(C(=O)Nc1ccc(Cl)c(S(=O)(=O)N3CCCCC3)c1)CS2 (stereo unspecified) was read as Pf growth 48h -23%, Sm TGR block -10%, HCV inh inconclusive, Pf growth 96h inconclusive and TbPYK inhibitor -4%.
`O=C(O)CSc1nnc(C2CC2)n1-c1ccccc1` gave Pf growth 48h -3%, LmPK inh 7%, Sm TGR block 0%, HCV inh 16%, Pf growth 96h 9% and TbPYK inhibitor 0%.
Screening CCCCCCSc1ccc([C@@H]2[C@@H]3C(=O)N(CC)C(=O)[C@@H]3[C@]3(C(=O)OC)CCCCN23)cc1OC returned Pf growth 48h 1.9µM*, Sm TGR block inconclusive, HCV inh 6%, Pf growth 96h 6.6µM* and TbPYK inhibitor inconclusive.
Screening O=C1C(c2ccc(F)cc2)N(Cc2ccc3c(c2)OCO3)C(=O)CN1C1CCCCC1 (stereo unspecified) returned Pf growth 48h inconclusive, LmPK inh 1%, Sm TGR block 11%, HCV inh 15%, Pf growth 96h 37%[activator] and TbPYK inhibitor -2%.

Five records drawn at random from the list so far, as already listed:
CCCCC(CC)C(=O)Nc1cc(C(=O)NCCC)ccc1N1CCC2(CC1)CC(c1cccc(Br)c1)=NO2 (stereo unspecified) was read as Pf growth 48h 3.7µM*, Sm TGR block 0%, HCV inh 9%, Pf growth 96h 2.6µM* and TbPYK inhibitor 6%.
For NC(=O)C1CCN(CC(=O)N2N=CCC2c2ccccc2)CC1 (stereo unspecified) the results were Pf growth 48h 46%[activator], LmPK inh 7%, Sm TGR block 14%, HCV inh 13%, Pf growth 96h 19% and TbPYK inhibitor 4%.
Screening O=C1C(c2ccc(F)cc2)N(Cc2ccc3c(c2)OCO3)C(=O)CN1C1CCCCC1 (stereo unspecified) returned Pf growth 48h inconclusive, LmPK inh 1%, Sm TGR block 11%, HCV inh 15%, Pf growth 96h 37%[activator] and TbPYK inhibitor -2%.
Screening COc1cc(CNC2CCCC2)cc(Cl)c1OCc1ccc(F)cc1 returned Pf growth 48h inconclusive, LmPK inh -2%, Sm TGR block 0%, HCV inh 1.3µM*, Pf growth 96h 99%[activator] and TbPYK inhibitor -3%.
Screening O=C(Nc1ccc(Cl)cc1)OCc1cc(-c2ccccc2Cl)on1 returned Pf growth 48h 36%[activator], LmPK inh 0%, Sm TGR block -3%, HCV inh inconclusive, Pf growth 96h 19% and TbPYK inhibitor 1%.
